ABHD4 inh = inhibits mouse alpha/beta hydrolase domain 4. Q8VD66. inhibition, % at 8.92 µM. purified mABHD4, FP-Rh probe fluorescence polarization. hit rate 0.54% among 370,000;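 active means inhibition exceeding the mean over every tested compound plus 3 SD, cut at about 30% in these data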;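 further: 0% = plate median of compound wells and 100% = S159A mutant with DMSO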
Target sequence (Q8VD66 whole entry, looked up, the tested form may be a part): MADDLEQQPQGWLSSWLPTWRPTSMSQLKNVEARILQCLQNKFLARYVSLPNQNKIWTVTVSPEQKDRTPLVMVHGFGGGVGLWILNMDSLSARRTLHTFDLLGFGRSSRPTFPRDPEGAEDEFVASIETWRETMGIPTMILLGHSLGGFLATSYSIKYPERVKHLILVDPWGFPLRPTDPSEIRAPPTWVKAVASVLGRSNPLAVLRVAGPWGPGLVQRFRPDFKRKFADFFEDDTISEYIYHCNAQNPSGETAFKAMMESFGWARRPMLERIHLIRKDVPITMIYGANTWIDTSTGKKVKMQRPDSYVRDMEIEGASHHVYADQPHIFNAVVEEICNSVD
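Test system: mABHD4 protein; Read-out basis: % inhibition; Incubation: 45 min + 60 min at 25 °C; Repeats: single replicate; Technique: fluorescence polarization with parallel and perpendicular emission, 525/598 nm; Compound: 8.92 µM, single dose; Benchmarks: full inhibition S159A mutant plus DMSO, zero as sample-well median.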
NR1D1 modulator = modulates human Rev-erb alpha binding to DNA | AID 1259318 | P20393 | activity, % at 10 µM | Rev-erbα–FITC-DNA binding, fluorescence polarization, 90 min | hit rate 0.79% among 370,000;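 active means activity above about 14%, limit read from the data; passing the limit was not always enough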;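 further: 0% = DMSO wells with 35 nM protein and 100% = DMSO wells with 750 nM protein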
Target sequence (P20393 whole entry, looked up): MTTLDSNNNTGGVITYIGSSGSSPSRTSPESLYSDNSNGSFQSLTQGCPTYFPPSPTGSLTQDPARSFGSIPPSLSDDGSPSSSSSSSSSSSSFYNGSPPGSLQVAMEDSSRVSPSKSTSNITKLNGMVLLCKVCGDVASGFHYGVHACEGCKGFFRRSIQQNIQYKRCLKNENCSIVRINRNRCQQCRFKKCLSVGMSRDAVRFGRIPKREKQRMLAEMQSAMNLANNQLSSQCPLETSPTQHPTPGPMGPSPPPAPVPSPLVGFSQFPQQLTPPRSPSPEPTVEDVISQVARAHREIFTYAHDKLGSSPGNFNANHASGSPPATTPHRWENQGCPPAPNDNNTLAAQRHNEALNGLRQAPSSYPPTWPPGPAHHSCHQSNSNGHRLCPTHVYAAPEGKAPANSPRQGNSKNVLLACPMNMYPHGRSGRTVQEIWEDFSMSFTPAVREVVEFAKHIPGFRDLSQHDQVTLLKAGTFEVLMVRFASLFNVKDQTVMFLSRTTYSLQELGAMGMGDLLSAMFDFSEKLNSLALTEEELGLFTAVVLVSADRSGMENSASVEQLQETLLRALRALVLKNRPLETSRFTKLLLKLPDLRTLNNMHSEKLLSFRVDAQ
SMARCA2 activ = SMARCA2 function activation, primary screen. MG213 cells, MMTV-luciferase reporter, dexamethasone, overnight. hit rate 1% among 370,000. activation, % at 9.1 µM; in the data active means activation above about 7.8%;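 further: 0% = vehicle wells and 100% = reference activator wells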
ARFGAP1 inhibitor = inhibits rat ARF GTPase activating protein 1; hit rate 0.26% among 360,000; Q62848; inhibition, % at 16.5 µM; Arfgap1-stimulated ARF1 GTP hydrolysis, GDP FP detection;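 active means inhibition above a per-plate limit, mean inhibition of low control wells plus 3 SD, cut at about 25% in these data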;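 further: 0% = DMSO wells with enzyme and 100% = wells lacking Arfgap1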
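Repeats: one replicate per compound; assay system: rat Arfgap1 catalytic domain, aa 1-136; times: enzyme reaction 120 min at 25 °C after 20 min preincubation; detection: FP of antibody-bound GDP Alexa 633 tracer, ex 620/em 688 nm; benchmarks: high control wells lacking Arfgap1, low control full reaction with DMSO; reagent: human ARF1(Δ1-17)-GTP substrate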
ASAP1 inh = ASAP1 ArfGAP inhibition. hit rate 0.19% among 360,000. inhibition, % at 16.5 µM. Q9ULH1. ASAP1-stimulated ARF1 GTP hydrolysis, GDP FP detection. AID 624377; in the data active means inhibition above about 25%;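 further: 0% = vehicle with enzyme and substrate and 100% = no enzyme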
HTRA1 inh = inhibitors of human serine peptidase HTRA1; recombinant HTRA1, FP-rhodamine activity-based probe, fluorescence polarization; Q92743; inhibition, % at 5.96 µM; AID 504803; hit rate 0.5% among 340,000; in the data active means inhibition above about 36%;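 further: 0% = enzyme with DMSO and 100% = wells lacking enzyme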
PG9 Ab binder = small molecules binding HIV-1 gp120 antibody PG9; TR-FRET gp120-PG9 antibody binding; inhibition, % at 6.7 µM; hit rate 0.43% among 360,000; AID 624416; in the data active means inhibition above about 8.5%
rCAG RNA binder = molecules binding r(CAG) RNA repeats; r(CAG) RNA repeat, TO-PRO-1 dye displacement fluorescence; inhibition, % at 3 µM; hit rate 1.3% among 370,000;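 active means inhibition above the plate cutoff, the mean of all test compounds on that plate plus 3 SD, cut at about 35% in these data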;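 further: 0% = DMSO alone and 100% = 100 µM mitoxantrone as full dye displacement; higher means more dye released from RNA so lower well fluorescence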
GC-B act = GC-B (human) receptor activation; P20594; HEK293-GC-B cells, CNP EC30, cGMP TR-FRET; 0% at EC30 CNP, 100% saturating CNP; activation, % at 10 µM; hit rate 0.11% among 370,000; AID 1920062;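 active means activation at 10 µM reaching about 35% in either raw or pattern-adjusted values, limit read from the data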
NPR1 activator = GC-A (human) enzyme activation; P16066; HEK293 GC-A cells, cGMP TR-FRET, EC30 ANP; 0% at EC30 ANP, 100% saturating ANP; activation, % at 10 µM; hit rate 0.14% among 370,000; AID 1671463; in the data active means activation above about 40%
* marks the source's active call; other numbers are inactive results; . = no result given. Hits appear at their usual frequency, and some 4.4% of all compounds hit somewhere here.

SMILES	ABHD4 inh	NR1D1 modulator	SMARCA2 activ	ARFGAP1 inhibitor	ASAP1 inh	HTRA1 inh	PG9 Ab binder	rCAG RNA binder	GC-B act	NPR1 activator
O=C1OCCN1C(=O)[C@H]1[C@H](c2ccccc2)C(c2ccc(F)cc2)=NN1c1ccccc1	-8	0	-5	16	6	-4	-1.3	9	-7	-15
Cc1cccc(-n2ncc3c(NCc4ccco4)ncnc32)c1	-17	2	5	-1	1	-19	1.5	11	5	-3
C/C(=N\NC(=O)c1c(Cl)c(C)nn1C)c1ccc(NC(=O)C2CCC2)cc1	10	-4	1	2	13	4	-1.9	-7	3	-1
COC(=O)c1ccc(C)c(NC(=O)c2nn(C)c(=O)c3ccccc23)c1	-2	-10	1	-1	0	2	-2.5	1	-1	-4
COc1cc2c(c(O)c1OC)C1Cc3ccc(OC)c(OC)c3CN1CC2 (configuration not stated)	-2	4	0	9	7	.	-0.5	-3	-3	0
CN(CC(=O)Nc1cccc(F)c1)CC(=O)Nc1cccc([N+](=O)[O-])c1	0	-5	0	6	11	-1	-1.0	3	-5	-1
C=CCN(C(=O)CCC(=O)Nc1cc(C)on1)C(C(=O)NC1CCCC1)c1ccc(OC)c(OC)c1 (configuration not stated)	0	-5	0	-4	12	-1	-0.5	-3	0	2
CCOc1ccc(-c2c(C(=O)N/N=C/c3ccccc3)nnn2-c2nonc2N)cc1	-11	0	-3	7	11	-13	-0.5	7	-4	-3
O=C(COC(=O)Cc1c(F)cccc1Cl)NC1CCS(=O)(=O)C1 (configuration not stated)	11	3	2	4	14	-1	-0.7	2	6	3
O=C(NCCc1c[nH]c2ccccc12)OCCSS(=O)(=O)O	6	-4	-4	1	5	-18	0.8	4	2	0
Cc1ccc(NC(=O)COc2ccccc2[N+](=O)[O-])nc1	-7	-14	7	2	-13	-8	-1.9	-2	-2	2
Cc1nc2c(cc1NC(=O)C(C)(C)C)nc(C)n2Cc1ccccc1	2	-9	0	9	10	3	-1.2	0	2	1
Nc1nc(Cl)nc2c1ncn2[C@H]1C[C@H](O)[C@@H](CO)O1	21	3	-2	3	-7	8	-3.2	5	-1	2
CCN(C(=O)CSc1ccccn1)C1CCCCC1	-7	3	-2	-6	-12	-9	0.7	3	-2	4
COc1cccc(NC(=S)N(CCCN2CCOCC2)C(C)c2cc3ccccc3o2)c1 (configuration not stated)	3	3	2	8	-6	-8	1.1	-4	3	-4
CCN(C(=O)CN1C(=O)NC2(CCC(C)CC2)C1=O)C1CCCCC1 (configuration not stated)	3	-1	-2	-12	-10	1	1.0	-2	1	3
CN1CCc2c(sc(NC(=O)C3CCCCC3)c2C(N)=O)C1	5	7	1	9	2	-1	0.9	-1	2	-2
CCCC(=O)NC(=S)N1CCN(c2ccc([N+](=O)[O-])cc2)CC1	3	3	-1	4	-10	5	0.2	1	-8	-2
COc1cccc(-c2[nH]nc3c2C(c2ccsc2)C(C#N)=C(N)O3)c1 (configuration not stated)	9	-3	-1	-2	4	2	-2.6	13	-4	-6
CC1CCCCC12NC(=O)N(CC(=O)OCc1ccc(Br)cc1)C2=O (configuration not stated)	0	3	-3	-5	-8	-2	3.9	-1	2	0
O=C(NCc1ccco1)c1nn2c(C(F)(F)F)cc(-c3cccs3)nc2c1Cl	3	-3	0	8	3	-2	1.4	-1	4	7
Cc1cc(C)n2nc(SCCOc3ccccc3F)nc2n1	0	2	5	-11	3	1	-1.5	-4	-3	7
COc1ccc(-n2c(C)c(C(=O)O)c3cc(OC)c4ccccc4c32)cc1	1	-1	2	12	6	5	0.6	11	-5	-3
CCOC(=O)C1CCN(S(=O)(=O)NC[C@H]2O[C@@H](n3cnc4c(N)ncnc43)[C@H](O)[C@@H]2O)C1 (some centres not stated)	2	-1	-5	3	-6	4	0.3	-1	-1	4
COc1ccccc1NC(=O)c1cc(S(=O)(=O)N2CCC3(CC2)OCCO3)ccc1F	.	1	.	.	.	-5	.	.	-3	-1
COC(=O)c1ccc(N2CCN(CC(=O)c3ccc(C)cc3)CC2)c([N+](=O)[O-])c1	2	7	0	0	0	-2	-2.1	7	-2	1
O=C(c1coc(=O)c(Br)c1)N1CCOCC1	-1	-1	4	4	6	2	-0.9	0	6	3
Cc1cccc(C)c1NC(=O)CNC(=O)c1c(C)nn(-c2ccccc2)c1C	-2	-3	-3	6	-4	3	0.2	-4	-9	-2
Clc1ccc2c(c1)Nc1ccccc1CC2	-1	-2	-5	12	-1	11	0.2	-2	4	9
Cc1ccc2cc3c(=O)n(C)cc(C=O)c3nc2c1	4	3	-1	-14	2	-1	-2.2	0	-1	3
CN(CC(=O)N1CCN(c2ccccn2)CC1)S(=O)(=O)c1ccc(Cl)cc1	6	-2	1	3	6	4	2.9	6	2	3
CN1/C(=c2/s/c(=C3/C(=O)N(c4ccccc4)NC3=Nc3ccccc3)n(C)c2=O)C(C)(C)c2ccccc21	10	43*	0	0	-2	6	0.4	25	-3	3
O=C(COC(=O)CCCC1=NS(=O)(=O)c2ccccc2N1)Nc1ccc(Br)cc1	-1	-9	-1	7	-1	-17	0.8	12	2	-1
COc1ccc(N2CCN(C(=O)C3CCN(S(=O)(=O)N4CCOCC4)CC3)CC2)cc1	-3	4	-1	-4	-8	1	0.3	-1	3	3
COc1ccc(S(=O)(=O)N2CCCC(C(=O)O)C2)cc1 (configuration not stated)	1	-2	-2	3	5	4	-0.2	3	-3	-3
CC(=O)NC(c1cc(Cl)c2cccnc2c1O)C1CC1 (configuration not stated)	4	0	-1	-4	-4	32	0.4	-4	-3	-4
CCC(C)(C(=O)NC1CCCC1)N(C(=O)Cc1cccs1)c1c(C)n(C)n(-c2ccccc2)c1=O (configuration not stated)	2	-2	-3	-8	6	1	-1.2	-5	8	-2
Cc1cccc(NC(=O)CCCN2C(=O)C(c3ccccc3)Oc3cccnc32)c1C (configuration not stated)	0	10	-2	-11	-5	-4	-0.9	-2	2	-1
O=c1[nH][nH]c2cc([N+](=O)[O-])ccc12	-1	8	-3	6	10	3	-12	3	-2	-8
Cc1cccc(-n2c(SCC(=O)N3CCCC3)nnc2-c2ccccn2)c1C	-15	0	-3	9	15	3	-0.7	-4	2	-2
Cc1ccc(/C=N\NC(=O)c2ccc3c(c2)OCO3)o1	6	-3	2	-2	10	-1	-0.8	1	-5	2
CCOC(=O)Cn1c2c(c(=N)c3c1CCC3)CCC2	0	0	-4	-3	-7	-1	0.4	2	7	4
O=C(NNC(=O)c1cc(-c2ccccc2)n(-c2ccccc2)n1)c1cccc([N+](=O)[O-])c1	2	1	0	1	5	0	0.6	17	-1	-1
CCCNC(=O)c1ccc(N2CCC3(CC2)CC(c2ccccc2)=NO3)c(NC(=O)Cc2ccc(F)cc2)c1	-13	1	1	-1	-1	-23	-1.7	3	7	-2
CCOC(=O)C1CCN(C(=O)C2CCN(c3nnc(-n4cccc4)s3)CC2)CC1	-2	-3	-3	2	-3	-9	-1.4	-1	-5	6
CCOC(=O)c1sc(NC(=O)c2cccc(S(=O)(=O)N3c4ccccc4CC3C)c2)cc1C (configuration not stated)	1	1	-2	-1	9	0	0.3	24	0	-6
CC(C)CNC(=O)NC(=O)COC(=O)c1ccccc1Sc1ccc(C(F)(F)F)cc1[N+](=O)[O-]	2	2	-2	-3	7	1	0.2	1	0	2
Cc1ccc2[nH]c(=O)c(CN(CCc3ccccc3)Cc3nnnn3CC3CCCO3)cc2c1 (configuration not stated)	-4	6	2	-5	5	-11	1.8	2	3	-1
CC(=O)NC(c1cccc(F)c1)c1nc(-c2cccc(F)c2)cs1 (configuration not stated)	-7	4	-1	0	14	.	3.2	-2	-3	0
O=C(CCCC(=O)NN=Cc1ccc(Cl)cc1Cl)NN=Cc1ccc(Cl)cc1Cl	1	-4	-1	-1	-8	2	0.9	4	-9	-20

Next section, starting with the last three of the part before.
SMILES	ABHD4 inh	NR1D1 modulator	SMARCA2 activ	ARFGAP1 inhibitor	ASAP1 inh	HTRA1 inh	PG9 Ab binder	rCAG RNA binder	GC-B act	NPR1 activator
Cc1ccc2[nH]c(=O)c(CN(CCc3ccccc3)Cc3nnnn3CC3CCCO3)cc2c1 (configuration not stated)	-4	6	2	-5	5	-11	1.8	2	3	-1
CC(=O)NC(c1cccc(F)c1)c1nc(-c2cccc(F)c2)cs1 (configuration not stated)	-7	4	-1	0	14	.	3.2	-2	-3	0
O=C(CCCC(=O)NN=Cc1ccc(Cl)cc1Cl)NN=Cc1ccc(Cl)cc1Cl	1	-4	-1	-1	-8	2	0.9	4	-9	-20
O=C(O)c1ccc(NC(=O)c2cccc(C(=O)Nc3ccc(C(=O)O)cc3)n2)cc1	-15	-1	-2	6	6	29	-3.2	6	3	4
O=C(Nc1ccc(OC(F)(F)F)cc1)c1ccc2c(c1)no[n+]2[O-]	-1	8	-8	8	-9	42*	-2.3	-1	-8	1
CCC12CN3CCN(CC(C3)/C1=N\NC(=O)c1ccc(Cl)cc1)C2	-3	5	4	1	7	-4	-0.8	-3	0	-1
COC(=O)c1cc(OC)c(OC)cc1NC(=S)NC(=O)c1ccco1	1	-4	0	2	3	-4	-1.8	-2	-4	1
O=C(c1ccco1)N1CCN(S(=O)(=O)c2ccc(Cl)cc2)CC1	-1	-2	-3	2	-5	-2	2.0	-3	2	-1
CCOc1ccc(C2C3=C(Nc4nc(N)[nH]c(=O)c42)c2ccccc2C3=O)cc1 (configuration not stated)	9	3	14*	11	15	16	-7.9	66*	1	1
COC(=O)c1cc2c(C)[nH]c(C)c2cc(C(=O)OC)c1=O	11	-2	-3	-4	5	0	-3.7	6	4	0
CC(C(=O)OCC(=O)c1ccccc1)N1C(=O)c2ccccc2C1=O (configuration not stated)	0	-3	1	2	3	2	0.9	-3	3	0
Cc1ccc(-n2nc(C(=O)NCc3ccco3)c3c4ccccc4n(C)c3c2=O)cc1	1	-3	-1	-7	9	-4	-0.1	12	-2	-4
CC(C)NC(=O)C1(C)CN(S(C)(=O)=O)CC(=O)N1CCOc1ccccc1 (configuration not stated)	3	-5	-4	3	4	.	-2.3	2	3	3
Cc1ccc(NC(=O)COc2ccc(N(C)C(=O)C(C)(C)C)cc2)cc1S(=O)(=O)N1CCCCC1	-14	-2	-6	-2	-4	-13	0.6	2	1	-3
CN(CC(=O)Nc1cc(Cl)ccc1C#N)C1CCS(=O)(=O)C1 (configuration not stated)	1	11	-2	-3	-2	-10	-2.8	3	5	0
CCCCn1c(-c2ccccc2C)nc2cc3[nH]c(=O)c(C(C)C)nc3cc21	0	7	-2	1	-15	6	-0.3	0	19	15
CC(=O)c1cc(-c2cc(C(=O)O)cc([N+](=O)[O-])c2)c(=O)n2c1CCC2	9	-14	0	.	.	.	.	5	-2	-3
